High-throughput results from PubChem.
TRPV1 agonist – HTS Assay for Compounds that Act as Agonists of the Vanilloid Receptor 1 | Transient receptor potential cation channel subfamily V member 1 (Homo sapiens), Q8NER1 | TRPV1-expressing cells, Fluo-8 calcium influx, agonist mode | activation, % at 8.33 µM | actives 0.19% (n = 320,000) | AID 540275, 2011; in the data active = activation above about 80%; inconclusive = between about 30% and that limit; also: 0% is about no effect
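Cells expressing TRPV1 were dye-loaded with Fluo-8 and read kinetically: 10 s baseline, 3 min after compound (agonist portion), then 2 min after EC20 capsaicin (allosteric enhancer portion). Calcium-bound dye fluorescence at 480/520 nm.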
KCNH2 WT inh – qHTS for Inhibitors of KCHN2 3.1: Wildtype qHTS | AID 720551, 2013 | U2OS, BacMam KCNH2, thallium flux FluxOr; active compounds read low | actives 0.37% (n = 340,000) | Voltage-gated inwardly rectifying potassium channel KCNH2 (Homo sapiens), Q12809 | activity change, % at 1.84 µM;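 active = maximum activity change below -70%; inconclusive = maximum activity change between -70% and -50%; inactive = maximum activity change above -50%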; also: % is scaled to controls: 0 for no effect and ±100 for the full control effect
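U2OS cells were transduced with wild-type KCNH2 virus (2.03 x 10^8 / mL) for 4 h at room temperature, then cultured overnight at 37 C. Thallium flux was read with FluxOr dye. Rate constants were normalized to DMSO controls.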
USP2a inh – qHTS Assay for Inhibitors of Ubiquitin-specific Protease USP2a Using CHOP2 as the Reporter; Ubiquitin carboxyl-terminal hydrolase 2 (Homo sapiens), O75604; USP2 core, Ub-CHOP2 coupled fluorogenic reporter, 485/531; Potency, µM (doses to about 38.3 µM), for inactives: at the top dose activity change, negative = inhibition, hits mostly inhibitors; actives 0.01% (n = 330,000);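 also: potency is read from the fitted curve at half-maximal effect; plate controls were DMSO wells for no effect and full inhibition by NEM control for full effect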
Target sequence (O75604 whole entry, looked up): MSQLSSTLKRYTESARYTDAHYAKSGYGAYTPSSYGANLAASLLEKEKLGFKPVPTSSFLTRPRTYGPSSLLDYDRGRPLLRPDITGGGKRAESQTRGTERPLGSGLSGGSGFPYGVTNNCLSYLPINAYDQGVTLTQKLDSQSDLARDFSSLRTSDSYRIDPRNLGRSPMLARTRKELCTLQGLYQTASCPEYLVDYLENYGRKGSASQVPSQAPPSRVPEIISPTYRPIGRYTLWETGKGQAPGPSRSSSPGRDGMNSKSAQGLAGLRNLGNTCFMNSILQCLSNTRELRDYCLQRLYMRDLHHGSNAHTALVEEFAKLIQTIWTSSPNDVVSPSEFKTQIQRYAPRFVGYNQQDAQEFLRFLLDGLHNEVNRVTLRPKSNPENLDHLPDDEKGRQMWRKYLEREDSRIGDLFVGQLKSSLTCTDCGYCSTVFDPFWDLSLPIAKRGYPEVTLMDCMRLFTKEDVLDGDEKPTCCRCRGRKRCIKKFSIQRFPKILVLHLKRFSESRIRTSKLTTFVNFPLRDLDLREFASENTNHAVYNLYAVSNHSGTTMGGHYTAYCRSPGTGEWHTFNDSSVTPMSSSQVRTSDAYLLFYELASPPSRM
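Cell-free coupled assay: 10nM USP2 core preincubated 30min RT with compound in Tris-HCl pH 8.0/CaCl2/CHAPS buffer, then 25nM Ub-CHOP2 and 25nM reporter substrate; fluorescence (Ex 485/Em 531) read after 60min RT, normalized to NEM inhibition, concentration-response curves fitted.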
Mito fusion act – qHTS Assay for Small Molecule Inhibitors of Mitochondrial Division or Activators of Mitochondrial Fusion; S. cerevisiae fusion-defective mutant growth rescue, CellTiterGlo 48 h; Potency, µM (highest dose often 46.1 µM), inactives show top-dose growth rescue (activation), most hits filed as activators; actives 0.23% (n = 320,000);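 also: potency is read from the fitted curve at half-maximal effect; % of control where 0% means no effect; nearly all actives have a fitted effect of over 45% in size; temperature-sensitive fusion mutants such as fzo1-1 at 37 °C on non-fermentable ethanol glycerol medium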
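Yeast fusion mutant, YPEG (non-fermentable carbon), compound, 48 h at 37C non-permissive; CellTiterGlo added, 10 min RT, luminescence read. Rescued growth = division inhibition.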
A-T KAP1 phos – qHTS Assay for Identifying a Potential Treatment of Ataxia-Telangiectasia; […] A-T fibroblasts, KAP-1 phosphorylation AlphaLISA; neocarzinostatin DNA damage 30 min before lysis; Potency, µM (top dose mostly 57.5 µM), without a hit: top-dose activation, usual class: activators; actives 0.19% (n = 320,000); AID 485349, 2010; also: potency is read from the fitted curve at half-maximal effect; % of control where 0% means no effect; nearly all actives have a fitted effect of over 45% in size
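ATM-like activity read as KAP-1 phosphorylation via AlphaLISA donor/acceptor antibody pairs after lysis and 6 hr at 25C. Cells were ATM-null patient fibroblasts ([…], hTERT), dosed 60 min, then exposed to the DSB inducer NCS for 30 min.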
TSHR antag – Antagonists of the Thyroid Stimulating Hormone Receptor: HTS campaign; activity change, negative = inhibition, % at 11.5 µM; actives 0.2% (n = 330,000); AID 504810, 2011; TSHR-expressing cells, TSH-stimulated cAMP HTRF, 2 h; active compounds read low;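 active = activity change below a set negative limit, meaning inhibition stronger than a set level, cut at about -70% in these data; inconclusive = activity change between two set negative limits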; also: % is scaled to controls: 0 for no effect and ±100 for the full control effect
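TSHR-expressing cells were treated with compounds, then stimulated with TSH at EC80 (4nM final) for 2 hours at 37 deg C. Cellular cAMP was measured by HTRF competition between lysate cAMP and cAMP-d2 for a cryptate-labelled anti-cAMP antibody.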
Eya2 phos inh – qHTS Assay for Inhibitors of the Phosphatase Activity of Eya2. Protein phosphatase EYA2 (Homo sapiens), O00167. recombinant Eya2, OMFP fluorescence dephosphorylation (OMFP is methylfluorescein phosphate). Potency, µM (top dose mostly 76.9 µM), inactives show top-dose activity, negative = inhibition, actives largely listed as inhibitors. actives 0.006% (n = 330,000). AID 488837, 2010; also: potency is read from the fitted curve at half-maximal effect; % is scaled to controls: 0 for no effect and ±100 for the full control effect
Target sequence (O00167 whole entry, looked up): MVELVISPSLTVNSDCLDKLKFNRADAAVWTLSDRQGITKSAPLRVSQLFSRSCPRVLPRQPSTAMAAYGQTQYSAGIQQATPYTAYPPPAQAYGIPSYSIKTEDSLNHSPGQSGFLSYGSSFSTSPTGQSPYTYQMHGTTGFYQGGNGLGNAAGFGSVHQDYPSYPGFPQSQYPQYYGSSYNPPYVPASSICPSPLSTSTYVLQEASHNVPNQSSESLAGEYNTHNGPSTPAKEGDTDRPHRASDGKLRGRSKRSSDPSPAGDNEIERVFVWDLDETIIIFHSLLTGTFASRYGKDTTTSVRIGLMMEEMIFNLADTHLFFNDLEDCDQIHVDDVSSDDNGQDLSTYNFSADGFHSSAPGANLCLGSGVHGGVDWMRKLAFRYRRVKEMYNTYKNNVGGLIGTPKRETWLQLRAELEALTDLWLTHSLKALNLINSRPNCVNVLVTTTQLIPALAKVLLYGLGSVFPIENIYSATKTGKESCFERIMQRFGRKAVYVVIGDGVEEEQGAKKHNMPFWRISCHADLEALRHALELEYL
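Eya2 protein (added as 0.2 uM solution) was preincubated with compound for 10 min at ambient temperature in 50 mM HEPES pH 7.5, 50 mM NaCl, 5 uM MgCl2, 0.05% BSA, 1 mM DTT. OMFP (added at 50 uM) then reacted 10 min; fluorescence read at 485/525 nm.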
ELG1 DNA repair – qHTS screen for small molecules that inhibit ELG1-dependent DNA repair in human embryonic kidney (HEK293T) cells expressing luciferase-tagged ELG1; AID 504467, 2011; Potency, µM (titrated, usually from 46.1 µM), inactives show at the highest dose activity change, negative = inhibition, hits mostly inhibitors; actives 2.3% (n = 330,000); HEK293T ELG1-luciferase reporter, luminescence, 16 h; DNA damage induced by 5-fluorouridine; also: potency is read from the fitted curve at half-maximal effect; % is scaled to controls: 0 for no effect and ±100 for the full control effect; nearly all actives have a fitted effect of over 55% in size
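Reporter activity after DNA damage by 5-fluorouridine is monitored. Compound-treated cells incubate 16 hr at 37 °C, then ONE-Glo is added for 30 min before luminescence reading.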
KCNH2 3.1 inh – qHTS for Inhibitors of KCHN2 3.1: Mutant qHTS; Potassium voltage-gated channel subfamily H member 2, brain isoform KCNH2 3.1 (human); U2OS KCNH2 3.1, thallium flux FluxOr; active compounds read low; activity change, % (tested at about 1.8 µM); actives 0.95% (n = 340,000);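 active = maximum activity change below -70%; inconclusive = maximum activity change from -70% to -50%; inactive = maximum activity change above -50%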;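 also: thallium influx rate constant from kinetic fluorescence after stimulation buffer; % is scaled to controls: 0 for no effect and ±100 for the full control effect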
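Virally transduced U2OS (3.1 isoform, 4 h infection in dark at RT) → overnight 37 C → FluxOr + Red40 in HBSS/HEPES, 45 min → stimulation buffer, 2 min kinetic read → rate constant vs DMSO controls.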
TCR activator – Activators of T cell receptors: qHTS campaign. primary human leukocytes, anti-CD3, IL-2 HTRF, 48 h. Potency, µM (top dose mostly 9.22 µM), inactives show at the highest dose activation of IL-2 secretion, actives largely listed as activators. 330,000 tested, under 10 active; also: % of control where 0% means no effect
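Human primary leukocytes + a-CD3 beads + cpd, 48 hr; IL-2 in supernatant by HTRF (ex 320nm / em 665nm). No co-stimulatory signal supplied.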
* = called active by the depositor; ? = inconclusive; . = not tested or not shown; [ ] = remark or other dose. Unless noted, calls follow the shape of the dose curve; as a rule, active = well fitted curve in the direction sought with a large enough effect; inconclusive = small, poorly fitted or top-dose-only effect, or another doubt; inactive = no such curve, though single readings can be large; an effect the other way counts as inactive or inconclusive.

[1] Clc1cccc(-c2noc3ncnc(Nc4ccc5c(c4)OCO5)c23)c1
[2] COc1ccc(NC(=O)c2c(-c3ccccc3)noc2C)c(OC)c1
[3] Cc1cc(C)cc(NS(=O)(=O)c2coc(C(N)=O)c2)c1
[4] Cc1ccccc1C(=O)N1CCC(C(=O)N2CCN(Cc3ccc4c(c3)OCO4)CC2)CC1
[5] CCNc1nc(NCC)n2c(SCC(=O)N(CC)C3CCCCC3)nnc2n1
[6] CCCCC1=CC2=CC(=O)C(C)(OC(=O)CC)C(=O)C2=CN1Cc1ccccc1 (configuration not stated)
[7] Cn1cc(Cl)c(C(=O)Nc2cccc(Cl)c2Cl)n1
[8] CN(CC1COc2ccccc2O1)C(=S)NC1CCCCC1 (configuration not stated)

Compound	1	2	3	4	5	6	7	8
TRPV1 agonist	9	6	-1	.	4	2	0	.
KCNH2 WT inh	-7	-18	-4	-7	-2	-4	-3	-6
USP2a inh	1%	0%	2%	4%	0%	6%	2%	-6%
Mito fusion act	-4%	8%	-5%	.	-2%	-5%	5%	6%
A-T KAP1 phos	3%	.	3%	36%	-5%	-23%	6%	-3%
TSHR antag	-24	-6	3	-9	-2	-2	8	0
Eya2 phos inh	-2%	-15%	-7%	4%	2%	2%	9%	-2%
ELG1 DNA repair	4%	?	6%	?	?	7%	?	?
KCNH2 3.1 inh	7	18	-2	5	12	6	-1	-14
TCR activator	4%	-2%	0%	-7%[46.1 µM]	-2%[46.1 µM]	3%	-9%	-4%

An excerpt of these results, with two lines to a compound:
Second line of a record: TRPV1 agonist, KCNH2 WT inh, USP2a inh, Mito fusion act, A-T KAP1 phos, TSHR antag, Eya2 phos inh, ELG1 DNA repair, KCNH2 3.1 inh, TCR activator
[4] Cc1ccccc1C(=O)N1CCC(C(=O)N2CCN(Cc3ccc4c(c3)OCO4)CC2)CC1
 : ., -7, 4%, ., 36%, -9, 4%, ?, 5, -7%[46.1 µM]
[5] CCNc1nc(NCC)n2c(SCC(=O)N(CC)C3CCCCC3)nnc2n1
 : 4, -2, 0%, -2%, -5%, -2, 2%, ?, 12, -2%[46.1 µM]

(list continues)
[9] O=[N+]([O-])c1ccccc1OCCOc1ccccc1[N+](=O)[O-]
[10] O=C1OC(c2cccc([N+](=O)[O-])c2)C2(CCCC2)C(=O)C12CCCCC2 (configuration not stated)
[11] COc1cc(C2NC(=O)NC(C)=C2C(=O)OCC2CCCO2)ccc1O (configuration not stated)
[12] COc1cc(CN2CCN(Cc3c[nH]c4ccccc34)CC2CCO)cc(OC)c1 (configuration not stated)
[13] CCN(CC)S(=O)(=O)c1ccc(NC2c3ccccc3C(=O)N2CCN2CCOCC2)cc1 (configuration not stated)
[14] COc1ccc(OCc2nc(N)nc(Nc3ccccc3)n2)cc1
[15] Cc1ccc(S(=O)(=O)CCSC(=N)N)cc1
[16] C/C(=N\NC(=O)c1nnn(-c2nonc2N)c1-c1cccs1)c1cccc(O)c1

Compound	9	10	11	12	13	14	15	16
TRPV1 agonist	-1	-8	1	6	-1	-2	3	3
KCNH2 WT inh	11	8	-13	17	4	-4	-3	-9
USP2a inh	1%	1%	0%	4%	2%	2%	4%	1%
Mito fusion act	1%	16%	-5%	-1%	-2%	-3%	-1%	6%
A-T KAP1 phos	-1%	21%	5%	7%	5%	-4%	5%	6%
TSHR antag	-2	-3	1	-7	-4	-2	10	-4
Eya2 phos inh	-24%	-16%	15%	6%	2%	-24%	-6%	3%
ELG1 DNA repair	?	7%	2%	0%	11%	?	?	-19%
KCNH2 3.1 inh	1	22	-4	-4	5	4	-10	-7
TCR activator	-5%	-3%[46.1 µM]	2%	-1%	3%	.	1%	-13%

Just KCNH2 3.1 inh, for some of the entries so far:
| # | Molecule | KCNH2 3.1 inh |
| --- | --- | --- |
| 15 | Cc1ccc(S(=O)(=O)CCSC(=N)N)cc1 | -10 |
| 11 | COc1cc(C2NC(=O)NC(C)=C2C(=O)OCC2CCCO2)ccc1O (configuration not stated) | -4 |
| 13 | CCN(CC)S(=O)(=O)c1ccc(NC2c3ccccc3C(=O)N2CCN2CCOCC2)cc1 (configuration not stated) | 5 |
| 12 | COc1cc(CN2CCN(Cc3c[nH]c4ccccc34)CC2CCO)cc(OC)c1 (configuration not stated) | -4 |

(continued)
[17] O=C(O)CNC(=O)c1ccc(NS(=O)(=O)c2ccc3ccccc3c2)cc1
[18] COCc1cc(C)nc(SCC(=O)NC2CCCCC2C)c1C#N (configuration not stated)
[19] Cc1cccc(C)c1NC(=S)NCc1ccncc1
[20] Cc1cccc(C)c1NC(=O)C1CCN(S(C)(=O)=O)CC1
[21] COc1ccc(-n2cnc3cc(C(=O)NC4CCCC4)ccc32)cc1
[22] COc1cc(C(=O)N2CCC(C(N)=O)CC2)ccc1OCc1c(C)noc1C
[23] CCc1ccc(CN(C(=O)c2cccs2)C2CCS(=O)(=O)C2)cc1 (configuration not stated)
[24] CCc1noc(C)c1C(=O)N(C)CC(=O)Nc1ccccc1C(F)(F)F

Compound	17	18	19	20	21	22	23	24
TRPV1 agonist	-2	2	-6	5	29	.	-1	0
KCNH2 WT inh	0	-17	3	2	2	3	8	1
USP2a inh	1%	2%	-1%	1%	1%	2%	-2%	-1%
Mito fusion act	-2%	2%	7%	2%	12%	.	9%	-6%
A-T KAP1 phos	8%	2%	18%	2%	0%	-10%	9%	-7%
TSHR antag	13	3	8	6	-14	6	6	3
Eya2 phos inh	21%	1%	7%	3%	-6%	0%	7%	-41%
ELG1 DNA repair	4%	7%	-8%	1%	17%	6%	-4%	13%
KCNH2 3.1 inh	28	5	10	24	0	4	4	-18
TCR activator	2%	3%	-1%	1%	2%	-5%	-2%	-4%

[25] O=C1C=C(c2cc(Cl)cc(Cl)c2)C[C@@H](c2ccc(F)cc2)C1
[26] CCc1cccc(C)c1NC(=O)CSc1nnc(CCCOc2ccc(Cl)cc2Cl)n1C
[27] FC(F)(F)c1ccncc1-c1nnc(C2CCCCC2)o1
[28] Cn1c(=O)c(C(=O)Nc2ccccc2S(N)(=O)=O)c(O)c2ccccc21
[29] CC(=O)c1ccc(NC(=O)CN2C(=O)NC3(CCCc4ccccc43)C2=O)cc1 (configuration not stated)
[30] COc1cc(-c2nc(Cc3ccccc3Cl)no2)cc(OC)c1OC
[31] NC(=O)C1CCN(CCC(=O)Nc2cccc(Cl)c2)CC1
[32] COc1ccc(CN2CCN(C(=O)c3cc(-c4cccnc4)nc4ccc(Cl)cc34)CC2)c(OC)c1OC

Compound	25	26	27	28	29	30	31	32
TRPV1 agonist	?	3	17	-1	.	-2	0	2
KCNH2 WT inh	2	4	-5	-8	0	2	3	-11
USP2a inh	-2%	-1%	-1%	?	6%	-2%	3%	1%
Mito fusion act	?	7%	0%	-3%	.	1%	2%	6%
A-T KAP1 phos	3%	0%	3%	-6%	5%	4%	5%	12%
TSHR antag	-30	13	4	-4	.	-5	-6	-12
Eya2 phos inh	-19%	-6%	-27%	?	-5%	8%	9%	1%
ELG1 DNA repair	-24%	?	-4%	?	0%	?	0%	9.2µM*
KCNH2 3.1 inh	-22	-11	-6	-7	10	-4	-2	-5
TCR activator	-2%	5%	2%	4%	-6%	2%	-16%	-6%

[33] CC(=O)c1c(C)[nH]c(C(=O)COC(=O)c2cccs2)c1C
[34] CC(=O)c1cc2c(cc1NS(=O)(=O)c1ccc(F)cc1)OCO2
[35] Cc1onc(-c2c(F)cccc2Cl)c1C(=O)Nc1sc2c(c1C#N)CCC(C(C)(C)C)C2 (configuration not stated)
[36] CCc1nnc(NS(=O)(=O)c2ccc(N=Cc3c(C)[nH]n(-c4ccc(C)cc4)c3=O)cc2)s1
[37] Cc1cc(=O)oc2cc(OCC(=O)OCC(=O)Nc3ccc(C(N)=O)cc3)ccc12

Compound	33	34	35	36	37
TRPV1 agonist	.	1	16	2	1
KCNH2 WT inh	1	-4	-6	2	1
USP2a inh	4%	5%	2%	-2%	4%
Mito fusion act	.	7%	6%	-7%	-2%
A-T KAP1 phos	-12%	5%	3%	6%	3%
TSHR antag	-6	-15	-23	-20	-3
Eya2 phos inh	-8%	0%	3%	-18%	-16%
ELG1 DNA repair	?	-2%	?	13%	0%
KCNH2 3.1 inh	1	8	-22	-3	-2
TCR activator	-1%[46.1 µM]	-2%	-3%[46.1 µM]	0%	2%

Only part of the results is shown. The share of hits here may be higher or lower than overall.
